PAX8 inh HTS: inhibitors of PAX8 transcriptional activity in RMG-I cells. RMG-I TPO-luciferase reporter, SteadyGlo, 24 h. inhibition, % at 12.6 µM. 360,000 compounds, 1.2% hits;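 active = mean replicate inhibition at least 60% with every replicate also reaching 60%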;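 also: luciferase light reporting Pax8 driven TPO promoter activity; plate controls were median of neutral control wells for no effect and mitoxantrone controls for full effect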
CFTR F508del cor: CFTR F508del correction in bronchial cells | CFBE cells, YFP halide quenching; stimulated with forskolin plus potentiator P3; % fluorescence drop versus neutral controls | activity (quench increase), % at 7.58 µM | 350,000 compounds, 0.36% hits;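 active = mean added fluorescence quench of at least 8% versus neutral control, with both replicates also reaching 8%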;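 also: cells transiently co-express mutant CFTR-F508del with the halide-sensitive YFP; corrector assay measuring rescue of mutant channel to the surface after 24 h compound exposure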
miR-122 sensor: miR-122 inhibition in Huh7 cells | Huh7 miR-122 Renilla luciferase sensor, 48 h; neutral wells = 0, positive control = 100 | activation (reporter increase), % at 12.5 µM | 340,000 compounds, 0.3% hits;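 active = mean replicate activation score at least 90 and every replicate individually at or above 90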;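 also: higher luciferase means less miR-122 activity so hits act as miR-122 inhibitors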
DENV2 CPE rescue: inhibitors of DENV2 cytopathic effect; DENV2-infected cells, cytopathic effect rescue, plate reader; 350,000 compounds, 1.7% hits; AID 651640; CPE inhibition, % at 9.99 µM; in the data active = CPE inhibition above about 20%, passing the limit was not always enough; tested in BHK-21 cells;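 also: 0% = median of neutral control wells and 100% = median of positive control wells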
EWS-Fli inh: blocks EWS/Fli oncoprotein-driven transcription | A673 NR0B1-luciferase reporter, viability-normalised | inhibition, % at 12.6 µM | 350,000 compounds, 0.67% hits | AID 651661;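 active = mean inhibition of at least 50% after viability correction, with every replicate also passing that limit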;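 also: firefly luciferase signal divided by Alamar Blue viability fluorescence both relative to DMSO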
GSIS activator: primary screen for activators of insulin secretion dependent on glucose, INS-1E cells, GLuc reporter luminescence | activation, % at 16.6 µM | 370,000 compounds, 0.61% hits | INS-1E GLuc reporter insulin secretion, 2-3 h;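 active = lowest replicate activation of at least 40%, so every replicate reaches that level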;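 also: 0% = median of neutral control wells and 100% = median of IBMX positive control wells; some compounds called inactive have numbers as strong as hits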
FN deposit inh: fibronectin deposition inhibition | AID 743247 | 350,000 compounds, 0.086% hits | AH1F fibroblasts, Alexa488-fibronectin deposition fluorescence, overnight | inhibition, % at 12.6 µM;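 active = mean inhibition across replicates of 30% or more, regardless of how many single replicates reach that level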;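 also: positive control wells lacked labelled fibronectin entirely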
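Material – AH1F fibroblast monolayer, labelled fibronectin deposition · Reagent – labelled fibronectin 24 nM · Timing – 1 h adhesion, overnight exposure · Measured by – fluorescence at 485 nm excitation, 525 nm emission · Read-out – inhibition of fibronectin deposition signal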
Numbers without * were called inactive; [ ] = another dose, or the depositor's remark. An unsorted share of the library; 3.9% or so of the library scored in one or more.

For C[C@H](CO)N1C[C@H](C)[C@@H](CN(C)S(=O)(=O)c2cn(C)cn2)OCCCC[C@H](C)Oc2ccc(NC(=O)CCCN(C)C)cc2C1=O the results were PAX8 inh HTS -2, CFTR F508del cor -1.9, miR-122 sensor 1[16.7 µM], DENV2 CPE rescue -7, EWS-Fli inh 0 and GSIS activator 11.
`Cc1cc(=O)oc2c3c(cc(OCC(=O)NCC(O)c4ccccc4)c12)OC(C)(C)CC3` (stereo not drawn) gave CFTR F508del cor -4.0, DENV2 CPE rescue -13, EWS-Fli inh 4 and GSIS activator 2.
For C[C@@H]1CN([C@H](C)CO)C(=O)c2cc(-c3cccnc3)cnc2O[C@@H]1CN(C)S(C)(=O)=O the results were CFTR F508del cor 1.4, miR-122 sensor 1[16.7 µM], DENV2 CPE rescue -4, EWS-Fli inh -9, GSIS activator 10 and FN deposit inh 2.
For Nc1cc2c(cc1N)-c1ccccc1C2 the results were PAX8 inh HTS -92, CFTR F508del cor 2.3, DENV2 CPE rescue -4, EWS-Fli inh -24 and FN deposit inh -1.
COc1ccc(CN2CCN(Cc3ccc(OC)c(OC)c3OC)CC2)cc1 was read as PAX8 inh HTS 4, CFTR F508del cor 0.7, miR-122 sensor -5, DENV2 CPE rescue -5, EWS-Fli inh -2, GSIS activator 4 and FN deposit inh -3.
CCOc1ccc(S(=O)(=O)Nc2ccccc2C(=O)N/N=C/c2c(OC)ccc3ccccc23)cc1 was read as PAX8 inh HTS 15, GSIS activator -25 and FN deposit inh 0.
CCc1nc2ccc(C(=O)NCCOc3ccc(OC)cc3)cn2c1N(C)C(=O)C1CCCCC1 was read as PAX8 inh HTS 1, CFTR F508del cor 0.8, miR-122 sensor 2, DENV2 CPE rescue 11, EWS-Fli inh 7, GSIS activator -34 and FN deposit inh -6.
Cc1cccc(N2CC(C(=O)OCC(=O)Nc3sccc3C(N)=O)CC2=O)c1C (stereo not drawn) was read as CFTR F508del cor -1.4, miR-122 sensor -10, DENV2 CPE rescue 3, EWS-Fli inh -5, GSIS activator 12 and FN deposit inh 1.
Screening CN1Cc2c(N3CCOCC3)nc3sc(C(=O)c4ccccc4)c(N)c3c2CC1(C)C returned PAX8 inh HTS 13, CFTR F508del cor -0.7, DENV2 CPE rescue 12, EWS-Fli inh 2, GSIS activator -15 and FN deposit inh 0.
For CCOC(=O)c1c(NC(=O)CSc2nc3ccccc3c(=O)n2-c2ccc(F)cc2)sc(C(C)=O)c1C the results were PAX8 inh HTS -26, GSIS activator -13 and FN deposit inh -1.

Quoted at random: three entries already listed.
COc1ccc(CN2CCN(Cc3ccc(OC)c(OC)c3OC)CC2)cc1 was read as PAX8 inh HTS 4, CFTR F508del cor 0.7, miR-122 sensor -5, DENV2 CPE rescue -5, EWS-Fli inh -2, GSIS activator 4 and FN deposit inh -3.
`Cc1cc(=O)oc2c3c(cc(OCC(=O)NCC(O)c4ccccc4)c12)OC(C)(C)CC3` (stereo not drawn) gave CFTR F508del cor -4.0, DENV2 CPE rescue -13, EWS-Fli inh 4 and GSIS activator 2.
CCOc1ccc(S(=O)(=O)Nc2ccccc2C(=O)N/N=C/c2c(OC)ccc3ccccc23)cc1 was read as PAX8 inh HTS 15, GSIS activator -25 and FN deposit inh 0.

Next section:
For COc1ccc(NC(=O)N(C)C[C@H]2Oc3ccc(NC(=O)NC(C)C)cc3C(=O)N([C@@H](C)CO)C[C@@H]2C)cc1 the results were PAX8 inh HTS 19, CFTR F508del cor -0.8, miR-122 sensor -3[16.7 µM], DENV2 CPE rescue 5, EWS-Fli inh 2 and GSIS activator 16.
Screening COc1ccccc1NC(=O)N1CC(=O)N2[C@H](CO)[C@@H](c3ccc(C#CC(C)C)cc3)[C@@H]2C1 returned PAX8 inh HTS 12, CFTR F508del cor 0.9, DENV2 CPE rescue -8, EWS-Fli inh -2, GSIS activator -11 and FN deposit inh -4.
CN(C)C(=O)C[C@@H]1CC[C@@H]2[C@@H](COc3ccc(NC(=O)C4CCCCC4)cc3C(=O)N2C)O1 was read as PAX8 inh HTS 7, CFTR F508del cor 0.9, miR-122 sensor 3[16.7 µM], DENV2 CPE rescue 0, EWS-Fli inh -2, GSIS activator 10 and FN deposit inh 4.
For Cc1cc(NC(=O)c2ccc(C)o2)no1 the results were PAX8 inh HTS -50, CFTR F508del cor 0.8, miR-122 sensor 1, DENV2 CPE rescue -4, EWS-Fli inh -37, GSIS activator 22 and FN deposit inh -6.
`CCn1c(C)nc2cc(C(=O)NNC(=S)Nc3ccc(OC)cc3)ccc21` gave PAX8 inh HTS -26, CFTR F508del cor 2.2, DENV2 CPE rescue 3, EWS-Fli inh -3, GSIS activator 2 and FN deposit inh 3.
For COc1ccc(C#Cc2ccc([C@@H]3[C@H]4CN(C(=O)NC(C)C)CC(=O)N4[C@H]3CO)cc2)cc1 the results were PAX8 inh HTS -2, CFTR F508del cor 1.9, DENV2 CPE rescue 0, EWS-Fli inh -1, GSIS activator 4 and FN deposit inh -7.
O=C(O)c1cccc(NS(=O)(=O)c2ccc3c(c2)OCCCO3)c1 was read as PAX8 inh HTS 16, CFTR F508del cor -2.2, miR-122 sensor -4, DENV2 CPE rescue 1, EWS-Fli inh 9, GSIS activator -1 and FN deposit inh -1.
For COc1cc(NC(=O)C2CSC3(C)CCC(=O)N23)c(OC)cc1Cl (stereo not drawn) the results were PAX8 inh HTS 10, CFTR F508del cor 1.5, DENV2 CPE rescue 2, EWS-Fli inh 3, GSIS activator 10 and FN deposit inh 3.
For O=C(C[C@@H]1C[C@H]2c3cc(NC(=O)C4CCC4)ccc3O[C@H]2[C@@H](CO)O1)NCC(F)(F)F the results were PAX8 inh HTS -15, CFTR F508del cor -0.9, miR-122 sensor -2[16.7 µM], DENV2 CPE rescue -3, EWS-Fli inh 6, GSIS activator 0 and FN deposit inh 7.
`CO[C@H]1CN(C)C(=O)c2cc(NC(=O)NC(C)C)ccc2OC[C@H](C)N(Cc2ccccc2)C[C@H]1C` gave PAX8 inh HTS -18, CFTR F508del cor -1.9, DENV2 CPE rescue 0, EWS-Fli inh 7, GSIS activator 6 and FN deposit inh -5.

Compounds listed so far with fluorine, in the order listed:
For CCOC(=O)c1c(NC(=O)CSc2nc3ccccc3c(=O)n2-c2ccc(F)cc2)sc(C(C)=O)c1C the results were PAX8 inh HTS -26, GSIS activator -13 and FN deposit inh -1.
For O=C(C[C@@H]1C[C@H]2c3cc(NC(=O)C4CCC4)ccc3O[C@H]2[C@@H](CO)O1)NCC(F)(F)F the results were PAX8 inh HTS -15, CFTR F508del cor -0.9, miR-122 sensor -2[16.7 µM], DENV2 CPE rescue -3, EWS-Fli inh 6, GSIS activator 0 and FN deposit inh 7.

Remaining list, next part.
`O=C1CCC(C(=O)Nc2cccc(S(=O)(=O)Nc3ccccc3F)c2)=NN1` gave PAX8 inh HTS 0, CFTR F508del cor 0.3, miR-122 sensor 13, DENV2 CPE rescue 5, EWS-Fli inh -9, GSIS activator -8 and FN deposit inh -3.
For CCC(=O)NC1=C(Cl)C(=O)C(NC(=O)CC)=C(Cl)C1=O the results were PAX8 inh HTS 86*, CFTR F508del cor -6.1, miR-122 sensor -12, DENV2 CPE rescue 3, EWS-Fli inh 25, GSIS activator 29 and FN deposit inh -2.
Cc1ccc(-n2cc(CN(C)Cc3nccn3C)c(-c3ccc(F)cc3)n2)cc1 was read as PAX8 inh HTS 18, miR-122 sensor -5, DENV2 CPE rescue -3, EWS-Fli inh 12 and GSIS activator -12.
`CC(C)C(=O)N1CCC2(CC1)Oc1ccc(Cl)cc1C(=O)C21CC(c2ccc(Cl)cc2)=NO1` (stereo not drawn) gave PAX8 inh HTS 2, CFTR F508del cor 1.4, miR-122 sensor -6, DENV2 CPE rescue -5, EWS-Fli inh -1, GSIS activator 1 and FN deposit inh -11.
`CC(NCC(=O)NC(=O)NCCC1=CCCCC1)c1ccc(S(N)(=O)=O)cc1` (stereo not drawn) gave PAX8 inh HTS 6, CFTR F508del cor 5.9, DENV2 CPE rescue -4, EWS-Fli inh 0, GSIS activator 1 and FN deposit inh 2.
Screening O=C(CN(Cc1ccco1)C(=O)c1nsc(Cl)c1Cl)NC1CCCCC1 returned PAX8 inh HTS -5, CFTR F508del cor 0.3, miR-122 sensor -6, DENV2 CPE rescue 0, EWS-Fli inh 1, GSIS activator -3 and FN deposit inh 3.
Screening C[C@@H]1CN([C@@H](C)CO)C(=O)c2cc(NC(=O)Cc3ccccc3)ccc2O[C@H]1CN(C)C(=O)Nc1ccccc1 returned PAX8 inh HTS -1, CFTR F508del cor 0.9, miR-122 sensor -6[16.7 µM], DENV2 CPE rescue -4, EWS-Fli inh 1 and GSIS activator -4.
Nn1cnc2scc(-c3ccco3)c2c1=O was read as PAX8 inh HTS -3, CFTR F508del cor -0.5, miR-122 sensor -1, DENV2 CPE rescue -1, EWS-Fli inh -10, GSIS activator -3 and FN deposit inh -6.
`C[C@@H]1CCCCO[C@@H](CN(C)S(=O)(=O)c2ccc(F)cc2)[C@H](C)CN([C@H](C)CO)C(=O)c2cc(NC(=O)Nc3cccc4ccccc34)ccc2O1` gave PAX8 inh HTS 2, CFTR F508del cor -1.8, miR-122 sensor -3[16.7 µM], EWS-Fli inh 15, GSIS activator 30 and FN deposit inh -7.
For CC(OC(=O)c1cccc(S(=O)(=O)N2CCCC2)c1)C(=O)NC1CCCCC1C (stereo not drawn) the results were PAX8 inh HTS -15, CFTR F508del cor -1.0, miR-122 sensor 4, DENV2 CPE rescue -4, EWS-Fli inh 4, GSIS activator 10 and FN deposit inh -2.
Screening COc1ncnc2c1ncn2CCCNCc1ccccn1 returned PAX8 inh HTS -24, CFTR F508del cor 0.3, miR-122 sensor 5, DENV2 CPE rescue -5, EWS-Fli inh -5, GSIS activator 12 and FN deposit inh 3.
Screening CN(C)S(=O)(=O)c1ccc(C(=O)NCC(=O)Nc2ccc(F)c(F)c2)cc1 returned PAX8 inh HTS 14, CFTR F508del cor 0.4, DENV2 CPE rescue 9, EWS-Fli inh -6, GSIS activator 5 and FN deposit inh -3.
For C[C@H]1CN([C@@H](C)CO)C(=O)Cc2cc(NS(=O)(=O)c3cn(C)cn3)ccc2O[C@@H]1CN(C)S(=O)(=O)c1cccs1 the results were PAX8 inh HTS -2, CFTR F508del cor 2.3, miR-122 sensor -3[16.7 µM], DENV2 CPE rescue 2, EWS-Fli inh -9, GSIS activator 20 and FN deposit inh 5.
`CCCCC(=O)N/N=C/c1ccc(N2CCOCC2)c([N+](=O)[O-])c1` gave PAX8 inh HTS 4, GSIS activator 49 and FN deposit inh 7.
c1cc2c(c(NCc3ccncc3)c1)CCCC2 was read as PAX8 inh HTS 10, miR-122 sensor 2 and FN deposit inh -4.
COc1ccccc1CNC(=O)C[C@@H]1C[C@H]2c3cc(NC(=O)Nc4ccc(C(F)(F)F)cc4)ccc3O[C@H]2[C@@H](CO)O1 was read as PAX8 inh HTS 15, CFTR F508del cor 2.3, miR-122 sensor 14[16.7 µM], DENV2 CPE rescue 36*, EWS-Fli inh 9, GSIS activator -11 and FN deposit inh -28.
Screening O=C1OC(OC2CCCCC2)(c2ccccc2)c2ccccc21 (stereo not drawn) returned CFTR F508del cor -2.1, miR-122 sensor -3, EWS-Fli inh 16 and GSIS activator -17.
`O=C(Nc1ccc(Br)c(C(F)(F)F)c1)c1ccc(C(F)(F)F)cc1` gave PAX8 inh HTS 4, CFTR F508del cor -5.1, miR-122 sensor 1, DENV2 CPE rescue -14, EWS-Fli inh -23, GSIS activator -15 and FN deposit inh 40*.
Screening CCC(C)C(NS(=O)(=O)c1ccc(C)cc1)C(=O)N1CCOCCOCCOCC1 (stereo not drawn) returned PAX8 inh HTS -56, CFTR F508del cor 3.4, DENV2 CPE rescue -2, EWS-Fli inh 3, GSIS activator -2 and FN deposit inh -1.

Bioassay records from PubChem BioAssay.
